# Source: PubChem (National Center for Advancing Translational Sciences (NCATS))
# rTrxR1 inhibitor = blocks rat thioredoxin reductase 1; hit rate 1% among 390,000; recombinant rTrxR1, NADPH fluorescence consumption, selenite substrate; Potency, µM (titrated, usually from 114 µM), for the others: at the highest dose activity change, negative = inhibition, most hits filed as inhibitors; AID 588453; note: potency is the fitted concentration of half-maximal effect; % is set by controls: 0 for no effect and ±100 for the full control effect; nearly all actives have a fitted effect of over 65% in size
#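 Rat TrxR1 (90 nM in the dispensed reagent) was pre-reduced with 400 uM NADPH for 5 min at room temperature, then incubated with compound for 15 min. After 400 uM selenite was added, NADPH fluorescence (Ex 340/Em 450 nm) was followed for 8 min.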
# USP1-UAF1 inh = blocks the human USP1/UAF1 deubiquitinase complex | O94782 | recombinant USP1/UAF1, Ub-Rhodamine cleavage fluorescence | Potency, µM (doses to about 57.1 µM), inactives show at the highest dose activity change, negative = inhibition, actives largely listed as inhibitors | hit rate 0.23% among 390,000 | AID 743255; note: potency is the fitted concentration of half-maximal effect; % is set by controls: 0 for no effect and ±100 for the full control effect; nearly all actives have a fitted effect of over 60% in size; inactives centre near -12
#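 Step one: compound is pinned into 1nM USP1/UAF1 in HEPES pH 7.8 buffer with TCEP. Step two: 15 min room-temperature incubation. Step three: Ub-Rho (150nM final) starts cleavage, tracked by fluorescence over six one-minute reads.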
# TRHR ag = agonists of human TRH receptor | AID 493084 | TRHR cells, calcium flux fluo-8, FDSS agonist mode | hit rate 0.18% among 360,000 | activation, % at 2 µM | P34981; in the data active = activation above about 30%; note: 0% is about no effect
#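 Steps: seed TRHR cells overnight; add fluo-8 no-wash Ca dye, RT 30 min–1.5 h; record 10 s baseline; pin-transfer compounds; monitor fluorescence 1 cycle/s for the agonist window. Calcium increases flag candidate agonists.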
# D2 ag = agonists of human D2 dopamine receptor | hit rate 0.53% among 340,000 | activation, % at 2 µM | HEK293 T-REx D2 cells, calcium flux agonist mode | P14416 | AID 485358;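 active = activation over 3 SD above normal in the single-dose calcium agonist read, cut at about 30% in these data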; note: 0% is about no effect
# Target sequence (P14416 whole entry, looked up): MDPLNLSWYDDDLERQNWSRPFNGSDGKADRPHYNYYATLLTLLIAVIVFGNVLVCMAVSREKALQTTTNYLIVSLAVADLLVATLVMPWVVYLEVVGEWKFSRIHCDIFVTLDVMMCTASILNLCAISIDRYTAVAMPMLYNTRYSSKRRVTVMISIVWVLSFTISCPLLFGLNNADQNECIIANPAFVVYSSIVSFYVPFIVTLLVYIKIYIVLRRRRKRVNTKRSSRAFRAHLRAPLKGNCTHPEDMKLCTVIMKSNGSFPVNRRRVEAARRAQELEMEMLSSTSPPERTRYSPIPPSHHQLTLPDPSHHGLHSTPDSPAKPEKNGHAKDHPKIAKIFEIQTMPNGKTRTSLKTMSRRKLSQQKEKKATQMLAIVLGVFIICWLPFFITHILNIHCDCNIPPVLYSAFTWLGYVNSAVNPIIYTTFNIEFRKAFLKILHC
#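 HEK293 Trex D2 cells, tetracycline-induced, o/n 30 C 5% CO2; no-wash Ca dye, RT 30–90 min; 10-cycle baseline, 23 nl cpd added, kinetic Ca read 180 s; agonist hits = positive Ca response.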
# PI4K2A block = blocks human PI4K2A kinase activity. Q9BTU6. purified PI4K2A, ADP-Glo luminescence, 1 h; stronger effect = lower value. activity change, negative = inhibition, % at 76.9 µM. hit rate 0.13% among 420,000; in the data active = activity change below about -50%; inconclusive = mostly about -30% to -49%;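 note: -100% = wells without enzyme as full effect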
#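 In this quantitative HTS, ADP production by PI4K2A was quantified luminescently after 1 h at ambient temperature; 100 microM adenosine served as plate-quality control.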
# TRHR PAM = allosterically enhances the human TRH receptor; AID 493056; TRHR cells, fluo-8 calcium fluorescence, EC20 TRH enhancement; hit rate 0.66% among 360,000; enhancement, % at 2 µM; P34981; in the data active = enhancement above about 30%; note: 0% is about no effect
#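 TRHR-expressing cells loaded with fluo-8 calcium dye were read kinetically (ex 480/em 530) during compound addition, then stimulated with an EC20 of TRH (10 nM final). Enhancement of the Gq-mediated intracellular calcium response was scored.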
# D2 antagonist = antagonizes the human D2 dopamine receptor; P14416; HEK293 TREx D2 cells, calcium flux, dopamine EC80; inhibition, % at 10 µM; hit rate 2% among 340,000; AID 485344; in the data active = inhibition above about 30%; note: 0% is about no effect
#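 In this primary screen, negative modulation is detected by tracking calcium flux after an EC80 dopamine challenge in inducible HEK293 T-REx D2 cells preexposed to test compound for 180 s.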
# mIDH1 inhibitor = inhibitors of human mutant IDH1 R132H | O75874 | hit rate 0.093% among 390,000 | AID 602179 | IDH1-R132H enzyme, NADPH consumption, diaphorase/resazurin fluorescence | Potency, µM (doses to about 76.6 µM), without a hit: at the highest dose activity change, negative = inhibition, usual class: inhibitors; note: potency is the fitted concentration of half-maximal effect; % is set by controls: 0 for no effect and ±100 for the full control effect; nearly all actives have a fitted effect of over 65% in size
# Target sequence (O75874 whole entry R132H, stated change not applied): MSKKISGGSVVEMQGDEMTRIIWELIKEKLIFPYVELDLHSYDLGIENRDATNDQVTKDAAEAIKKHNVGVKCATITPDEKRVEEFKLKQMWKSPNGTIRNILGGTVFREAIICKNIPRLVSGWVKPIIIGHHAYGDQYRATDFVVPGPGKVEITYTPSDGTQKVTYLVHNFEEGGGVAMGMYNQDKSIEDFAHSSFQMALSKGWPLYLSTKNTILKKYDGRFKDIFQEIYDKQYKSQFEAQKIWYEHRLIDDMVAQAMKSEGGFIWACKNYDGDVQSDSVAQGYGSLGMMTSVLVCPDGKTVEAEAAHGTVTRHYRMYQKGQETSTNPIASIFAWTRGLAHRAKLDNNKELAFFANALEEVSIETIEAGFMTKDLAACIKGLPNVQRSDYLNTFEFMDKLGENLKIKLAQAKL
#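 IDH1-R132H (0.5 ug/mL) preincubated 30 min with compound, then NADPH (0.016 mM) and alpha-KG (2 mM) added; 80 min at RT, pH 7.5. Remaining NADPH coupled via diaphorase/resazurin to fluorescence (540/590 nm); concentration-response curves normalized to no-enzyme control.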
# TrxR1 substrate = is turned over as a substrate by rat TrxR1; AID 588456; purified TrxR1 substrate turnover, NADPH consumption readout; hit rate 0.01% among 390,000; O89049; Potency, µM (series often up to 114 µM), for the others: top-dose activity change, negative = substrate turnover; note: potency is the fitted concentration of half-maximal effect; % is set by controls: 0 for no effect and ±100 for the full control effect; nearly all actives have a fitted effect of over 50% in size
#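 Rat TrxR1, dispensed at 90 nM, was prereduced with 400 uM NADPH (final) for 5 min at ~22 deg C, then incubated with compound 15 min before 400 uM selenite. A first-read NADPH fluorescence drop versus no-compound background flagged substrates.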
# The depositor's hits bear a star; ? = inconclusive; · = not tested or not shown; & = joins results of further samples; [ ] = another dose, or the depositor's remark. Unless noted, calls come from the whole dose curve; as a rule, active = well fitted inhibition curve with a large enough effect; inconclusive = small, poorly fitted or top-dose-only effect; inactive = no such curve, though single readings can be large or run the other way.
# Labels used below: A = rTrxR1 inhibitor; B = USP1-UAF1 inh; C = TRHR ag; D = D2 ag; E = PI4K2A block; F = TRHR PAM; G = D2 antagonist; H = mIDH1 inhibitor; I = TrxR1 substrate
1	CC1CC(OC(=O)C(O)c2ccccc2)CC(C)(C)N1C (configuration not stated)
  A = 12%	B = -20%	C = 0.6	D = -0.2	E = -1&4	F = 5	G = 11	H = 18%	I = 5%
2	NC(=S)N/N=C/c1coc2cc(Cl)ccc2c1=O
  A = 13%	B = -5%	C = -0.2	D = -0.3	E = -5	F = 0	G = -5	H = 9%	I = 1%
3	CCCS/C(N)=N/N=C/c1ccccc1O
  A = -12%	B = -7%	C = 1.0	D = 0.3	E = 2	F = -2	G = 18	H = 2%	I = -12%
4	COc1ccc(-n2nc(C(=O)NCC(=O)NCC3CCCO3)c3ccccc3c2=O)cc1Cl (configuration not stated)
  A = -3%	B = -8%	C = 0.3	D = 0.2	E = 5	F = -1	G = 6	H = 5%	I = -7%
5	Cc1nc2ccc(N=NC3=C(O)CC(C)(C)CC3=O)cc2s1
  A = -17%	B = -4%	C = 0.1	D = -0.7	E = -5	F = 5	G = -5	H = -2%	I = -17%
6	Cc1c(C(=O)Nc2ccc3c(c2)OCO3)oc2ccccc12
  A = 3%	B = -15%	C = -1.2	D = 2.1	E = 3	F = -2	G = 10	H = 1%	I = -7%
7	O=C1CC(c2nc3ccccc3n2Cc2c(F)cccc2Cl)CN1c1cccc(C(F)(F)F)c1 (configuration not stated)
  A = 15%	B = ?	C = 2.8	D = 0.1	E = 0	F = 1	G = ·	H = ·	I = 1%
8	COC(=O)CCCNC(=O)CC1C(=O)NCCN1Cc1ccoc1 (configuration not stated)
  A = 4%	B = -22%	C = 1.3	D = 0.5	E = -3	F = 1	G = -10	H = 1%	I = 6%
9	CN(C)CCC(=O)N1C/C(=C/c2ccccc2)C(=O)/C(=C\c2ccccc2)C1
  A = ?	B = -24%	C = ·	D = ·	E = -25	F = ·	G = ·	H = 4%	I = -4%[11.4 µM]
10	CCc1cccc(NC(=O)Cn2c(=O)n(CCc3ccc(OC)c(OC)c3)c(=O)c3ccccc32)c1
  A = 8%	B = -4%	C = -1.1	D = -0.5	E = -2	F = 3	G = ·	H = -3%	I = -7%
11	Cc1ccccc1CNS(=O)(=O)c1ccc2c(c1)OCCO2
  A = 10%	B = ?	C = -0.4	D = 0.4	E = 0	F = 11	G = -20	H = 7%	I = 10%
12	O=C(COc1ccccc1F)Nc1nnc(SCc2cc(=O)c3ccccc3[nH]2)s1
  A = 12%[57.1 µM]	B = -9%	C = 0.3	D = -0.9	E = 0	F = -2	G = ·	H = -5%	I = -2%[57.1 µM]
13	CCN(CC)C(=O)[C@H]1C[C@H](CC(=O)NCCC2=CCCCC2)C(=O)N2CCc3c([nH]c4ccc(Cl)cc34)[C@]12C
  A = 7%	B = -16%	C = ·	D = ·	E = 1	F = ·	G = ·	H = -6%	I = -7%
14	O=C(CN1C(=O)NC2(CCCCC2)C1=O)Nc1cccc(S(=O)(=O)N2CCOCC2)c1
  A = 9%	B = 0%	C = 0.4	D = 0.3	E = 2	F = 0	G = -7	H = -2%	I = 3%
15	C=CCN1C(=O)c2ccc(C(=O)N3CCN(S(=O)(=O)c4cccc(F)c4)CC3)cc2C1=O
  A = -11%	B = 0%	C = -0.2	D = 0.5	E = 0	F = -8	G = -21	H = 10%	I = -7%

# Part of the list above, reformatted.
# Second line of a record – rTrxR1 inhibitor	USP1-UAF1 inh	TRHR ag	D2 ag	PI4K2A block	TRHR PAM	D2 antagonist	mIDH1 inhibitor	TrxR1 substrate
2. NC(=S)N/N=C/c1coc2cc(Cl)ccc2c1=O
 : 13%	-5%	-0.2	-0.3	-5	0	-5	9%	1%
3. CCCS/C(N)=N/N=C/c1ccccc1O
 : -12%	-7%	1.0	0.3	2	-2	18	2%	-12%
4. COc1ccc(-n2nc(C(=O)NCC(=O)NCC3CCCO3)c3ccccc3c2=O)cc1Cl (configuration not stated)
 : -3%	-8%	0.3	0.2	5	-1	6	5%	-7%
5. Cc1nc2ccc(N=NC3=C(O)CC(C)(C)CC3=O)cc2s1
 : -17%	-4%	0.1	-0.7	-5	5	-5	-2%	-17%
6. Cc1c(C(=O)Nc2ccc3c(c2)OCO3)oc2ccccc12
 : 3%	-15%	-1.2	2.1	3	-2	10	1%	-7%
7. O=C1CC(c2nc3ccccc3n2Cc2c(F)cccc2Cl)CN1c1cccc(C(F)(F)F)c1 (configuration not stated)
 : 15%	?	2.8	0.1	0	1	·	·	1%
8. COC(=O)CCCNC(=O)CC1C(=O)NCCN1Cc1ccoc1 (configuration not stated)
 : 4%	-22%	1.3	0.5	-3	1	-10	1%	6%
9. CN(C)CCC(=O)N1C/C(=C/c2ccccc2)C(=O)/C(=C\c2ccccc2)C1
 : ?	-24%	·	·	-25	·	·	4%	-4%[11.4 µM]
10. CCc1cccc(NC(=O)Cn2c(=O)n(CCc3ccc(OC)c(OC)c3)c(=O)c3ccccc32)c1
 : 8%	-4%	-1.1	-0.5	-2	3	·	-3%	-7%
11. Cc1ccccc1CNS(=O)(=O)c1ccc2c(c1)OCCO2
 : 10%	?	-0.4	0.4	0	11	-20	7%	10%

# (next part)
# Labels used below: A = rTrxR1 inhibitor; B = USP1-UAF1 inh; C = TRHR ag; D = D2 ag; E = PI4K2A block; F = TRHR PAM; G = D2 antagonist; H = mIDH1 inhibitor; I = TrxR1 substrate
16	Cc1ccc(C)c(Nc2cc(C(=O)NC3CCCC3)c3ccccc3n2)c1
  A = 12%	B = -13%	C = 0.1	D = 0.6	E = -1	F = 0	G = ·	H = -12%	I = 8%
17	O=C(CCl)N(CCc1ccccc1)CCc1ccccc1
  A = 11µM*	B = -21%	C = 0.3	D = 0.2	E = 11	F = -5	G = -9	H = -8%	I = 0%
18	CCCn1cc(S(=O)(=O)c2ccc(OC)cc2)c(=O)c2cc(F)c(N3CCCC(C)C3)cc21 (configuration not stated)
  A = 18%	B = -21%	C = 0.0	D = -0.6	E = 1	F = 12	G = ·	H = 1%	I = 8%
19	O=C(CNC1CC1)Nc1cc(C(F)(F)F)ccc1Cl
  A = -11%	B = -17%	C = 0.0	D = -0.1	E = 6	F = -1	G = 25	H = 0%	I = -11%
20	CC(OC(=O)CCCCCN=C1NS(=O)(=O)c2ccccc21)C(=O)Nc1cc(Cl)cc(Cl)c1 (configuration not stated)
  A = 1%	B = -24%	C = 0.0	D = -0.9	E = 4	F = 2	G = 6	H = -1%	I = -7%
21	CC#CCC(CC#CC)c1nc2ccccc2c(=O)n1N
  A = 7%[57.1 µM]	B = -6%	C = -0.8	D = -0.6	E = 0	F = -1	G = -15	H = 21%	I = -5%
22	COc1ccccc1/C=C/C(=O)Nc1cccnc1
  A = -3%[57.1 µM]	B = -8%	C = -0.8	D = ·	E = 5	F = 1	G = ·	H = 5%	I = 4%[57.1 µM]
23	COC(=O)/C(=C/c1ccc2c(c1)c1ccccc1n2C)NC(=O)c1ccccc1
  A = 24%[57.1 µM]	B = -19%	C = -0.4	D = -0.6	E = -1	F = -5	G = -15	H = 1%	I = 9%[57.1 µM]
24	COc1ccc(Br)cc1C1NC(=O)NC(C)=C1C(=O)N(C)C (configuration not stated)
  A = -10%	B = -9%	C = 0.0	D = 0.4	E = -2	F = 4	G = -18	H = 0%	I = -2%
25	Cc1cc(OC(C)C(=O)NCc2cccnc2)c2c(C)c(C)c(=O)oc2c1 (configuration not stated)
  A = 39%[activator]	B = -14%	C = 0.4	D = 0.2	E = 1	F = -8	G = -2	H = 15%	I = 21%
26	CC(Sc1nnc(COc2ccc(Cl)cc2)n1Cc1ccccc1)C(=O)O (configuration not stated)
  A = 15%[57.1 µM]	B = -9%	C = -1.2	D = 0.8	E = -1	F = -5	G = 2	H = 3%	I = 8%[57.1 µM]
27	C=CCNC(=O)/C(C#N)=C/c1c(N2CCN(c3ccc(OC)cc3)CC2)nc2c(C)cccn2c1=O
  A = 7%	B = -21%	C = 0.1	D = 0.5	E = 6	F = -6	G = -7	H = 0%	I = -1%
28	COc1cccc(NC(=O)COC(=O)C2CC3CCCC(C2)C3=O)c1 (configuration not stated)
  A = 18%	B = -6%	C = -0.1	D = ·	E = 4	F = 1	G = ·	H = 2%	I = -4%
29	CC(C)N(Cc1nc(-c2ccccc2)no1)C(=O)C(Cl)(Cl)Cl
  A = 8%[57.1 µM]	B = -16%	C = 0.0	D = 1.0	E = 11	F = 2	G = 9	H = 0%	I = 6%[57.1 µM]
30	Cc1nn(CCOc2ccccc2Cl)c(C)c1[N+](=O)[O-]
  A = 9%	B = -3%	C = -1.2	D = 0.7	E = 1	F = -5	G = 1	H = 9%	I = 0%
31	O=C(CSc1n[nH]c(=O)n1Cc1ccccc1)Nc1ccc(F)c(F)c1F
  A = -4%	B = -12%	C = -1.6	D = 0.2	E = -23	F = 22	G = -13	H = -9%	I = -4%
32	O=C1CC(N(Cc2cccs2)C(=O)Nc2ccccc2)C(=O)N1c1ccc(Cl)cc1 (configuration not stated)
  A = 2%	B = -19%	C = 0.7	D = 1.4	E = -8	F = -5	G = -9	H = -2%	I = -9%
33	O=C1C=C(Nc2ccc(O)cc2)C(=O)c2ccccc21
  A = 5%	B = -27%	C = -0.4	D = 12	E = -56*	F = 2	G = -3	H = 9%	I = 5%
34	Cc1ccc(CNc2nc3ccccc3n3c(C)nnc23)cc1
  A = 24%	B = -16%	C = 0.2	D = 1.1	E = 1	F = 0	G = ·	H = ?	I = -3%
35	Cc1ccc(-c2nc3cc(Br)cnc3nc2-c2ccc(C)cc2)cc1
  A = 12%[57.1 µM]	B = -13%	C = 0.1	D = 0.7	E = 2	F = 2	G = 0	H = -2%	I = -5%
